# Screens: PubChem BioAssay, several laboratories
# NS5 inhibitors = Dengue-2 NS5 methyltransferase inhibitors, primary screen, biochemical, confirmation dose response (AID 588689); Dengue-2 NS5 methyltransferase capping enzyme assay, biochemical; higher % means a stronger effect; one-dose inhibition, % at 25 µM; IC50 in µM for titrated hits; 0.3% of 340,000 active; in the data active = a potency from the dose series; inconclusive = inhibition above about 29% without an active follow-up result
# LYP phosphatase = PTPN22 lymphoid phosphatase activity blockers – biochemical, fluorescence intensity, uHTS (AID 1779); recombinant LYP phosphatase, fluorescence intensity; higher % means a stronger effect; 0.054% of 290,000 active; inhibition, % at 11.5 µM; hits with a dose series show IC50 in µM;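 also: plate controls were vehicle with enzyme for no effect and no enzyme for full effect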
# SIAH1 antagonists = blockers of Siah-1 interaction with plectin peptide – biochemical, fluorescence polarization, rhodamine-plectin, uHTS, primary screen (AID 1817); displacement, % at 20 µM; hits with a dose series show IC50 in µM; Siah-1 / rhodamine-plectin peptide fluorescence polarization; higher % means a stronger effect; 0.02% of 290,000 active;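 active = displacement of at least 50% at 20 µM, with a fluorescence ratio check between 0.3 and a set limit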;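 also: plate controls were Siah plus tracer with DMSO for no effect and tracer alone without Siah for full effect; strong numbers were not always called active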
# Lipid droplet = modulators of hepatic lipid droplet formation. inhibition, % at 6.5 µM. AML12 mouse hepatocytes, oleate lipid droplets, BODIPY imaging. 0.4% of 240,000 active;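 active = lipid droplet intensity inhibited by at least 50%, with more than 500 cells counted; inconclusive = wells with under 300 cells, treated as cytotoxic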
#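 material = mouse AML12 hepatocyte cell line, fixed after treatment | also added = 100 µM oleic acid challenge | doses = compound at 6.5 µM only | schedule = overnight exposure | technique = Image-based BODIPY and DAPI two-channel analysis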
# Myeloid diff MLP = promotes myeloid progenitor differentiation. ER-HoxA9 myeloid progenitors, lysozyme-GFP differentiation, flow cytometry. calls only at 10 µM. 1% of 360,000 active;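 active = normalized GFP-positive differentiation at or above the plate's own cutoff, the solvent-only control mean plus 3 SD; inconclusive = no clear call, values can overlap the other calls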;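 also: cells exposed to compound for four days before flow analysis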
# HEK293 NOD2/NF-kB = inhibition of NOD2-driven NF-kB reporter – cell-based, luminescence, uHTS, HEK293 (AID 1566); HEK293 NOD2/NF-kB luciferase reporter, luminescence; higher % means a stronger effect; inhibition, % at 4 µM; hits with a dose series show EC50 in µM; 0.63% of 290,000 active; also: many of its hits are not listed in these tables
# AID2073 = inhibitors of Mint1-CaV2.2 protein interaction, biochemical, HTRF (AID 2073); inhibition, % at 20 µM, or IC50 in µM where a hit was titrated; 0.19% of 290,000 active; HTRF protein-protein interaction, Mint1-CaV2.2; higher % means a stronger effect; in the data active = inhibition mostly above about 51%, no sharp cut-off; inconclusive = no clear call, values can overlap the other calls; inactive = mostly below about 53%; also: some results filed as inactive read as strong as hits
# XIAP antagonists = XIAP antagonists, biochemical, IAP family, fluorescence polarization (AID 1018). XIAP BIR domain, fluorescence polarization peptide displacement; higher % means a stronger effect. displacement, % at 20 µM, or IC50 in µM where a hit was titrated. 0.007% of 200,000 active; in the data active = displacement above about 50%; also: a part of the inactive calls stands beside numbers as strong as those of hits
# HIV fusion peptide = cell-free HIV fusion peptide-binding blockers – biochemical, uHTS, fluorescence dequenching, primary screen (AID 1986); cell-free peptide binding, fluorescence dequenching, 30 min; higher % means a stronger effect; 0.3% of 290,000 active; one-dose inhibition, % at 20 µM; IC50 in µM for titrated hits; in the data active = inhibition mostly above about 52%, no sharp cut-off; inactive = mostly below about 76%; also: some results filed as inactive read as strong as hits
# Lipid droplet cells 6.5 µM = also measured in Lipid droplet; calls as there; cell count; measured here: cell count, cytotoxicity flag;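 cells counted across two imaged fields per well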
# NS5 inhibitors pilot replicate = second read-out of NS5 inhibitors, no call of its own (marks repeat the call); inhibition, %; measured here: pilot screen replicate inhibition
# Myeloid diff MLP GFP+ MAC1+ % = recorded beside Myeloid diff MLP, whose call it bears; GFP+ MAC1+ double positive, %; measured here: differentiation confirmed by MAC1 staining
# Starred values were filed as active, the others as inactive; i = inactive; ? = inconclusive; / = not tested or not shown. Rule as the data show it, unless noted: active = inhibition above about 50%; inactive = the rest. An excerpt; count on the stated rates, not on these rows.
SMILES,NS5 inhibitors,LYP phosphatase,SIAH1 antagonists,Lipid droplet,Lipid droplet cells 6.5 µM,Myeloid diff MLP,Myeloid diff MLP GFP+ MAC1+ %,HEK293 NOD2/NF-kB,AID2073,XIAP antagonists,HIV fusion peptide,others
COc1ccc(-c2cc(C(=O)N/N=C/c3ccc(OC)c(COCC(F)(F)C(F)F)c3)c3ccccc3n2)c(OC)c1,-9%,2%,4%,-25,731,i,0.1,-2%,24%,-3.3%,-1.1%,
CCC(C)(C(=O)NC1CCCCC1)N(Cc1cccs1)C(=O)c1ccccn1 (centres undefined),-1%,-8%,-6%,-21,777,i,0.4,3%,-5%,-0.6%,-1.3%,
CC(=O)Nc1ccc(N2C(=O)CC(N3CC(C)OC(C)C3)C2=O)cc1 (centres undefined),-9%,-12%,-1%,/,/,i,0.4,-5%,-3%,-1.1%,-0.6%,
Oc1c(C(c2ccc(F)cc2)N2CCc3ccccc3C2)sc2ncnn12 (centres undefined),-4%,-3%,-3%,-46,695,i,1.5,0%,14%,-12%,2.7%,
COc1ccc2ccccc2c1CN1CCN(C)CC1,-16%,-20%,-2%,-1,748,i,0.5,16%,2%,0.1%,1.8%,
CCOC(=O)C1=C(C)NC(=O)NC1c1ccc(OCC(N)=O)cc1 (centres undefined),-6%,-5%,1%,9,720,i,2.1,-7%,15%,-2.4%,2.8%,
Cc1cc(C)n(CC(O)Cn2c3ccc(Cl)cc3c3cc(Cl)ccc32)c(=O)n1 (centres undefined),-1%,0%,0%,5,748,i,4.4,10%,-5%,1.6%,-2.1%,
O=C(COc1ccc(S(=O)(=O)Nc2ccccc2)cc1)N1CCOCC1,0%,-2%,1%,1,673,i,0.8,0%,-3%,-0.6%,0.5%,
Cc1ccc(-c2ncccc2OC(=O)C23CC4CC(CC(C4)C2)C3)cc1,-4%,3%,2%,/,/,i,10,1%,1%,-1.0%,2.4%,
O=C(Nc1ccnn1C1CCN(Cc2ccc(C#CCCO)cc2)CC1)c1cccc(F)c1,-6%,-2%,5%,-2,725,i,0.7,-3%,12%,/,1.6%,
CSc1cccc(NC(C)=O)c1,1%,-5%,-4%,8,736,i,0.3,18%,3%,-2.0%,-0.6%,
CCN(c1ccc(NC(=O)CN2C(=O)NC3(CCOc4ccccc43)C2=O)cc1)C(C)C (centres undefined),2%,-3%,3%,4,816,i,0.2,-7%,-23%,-5.2%,-3.0%,
Cc1[nH]c2ccccc2c1C(=O)COC(=O)c1c(-c2ccccc2)noc1C,7%,-5%,-5%,-2,682,i,0.6,-6%,8%,-7.1%,0.1%,
COc1ccc2c(Cl)c(C(=O)N/N=C/c3cccnc3)sc2c1,2%,-1%,14%,0,837,i,0.7,9%,11%,/,0.2%,
O=C(O)c1ccc(S(=O)(=O)c2ccc([N+](=O)[O-])cc2[N+](=O)[O-])cc1,6%,-6%,-3%,8,623,i,0.5,1%,-3%,/,0.3%,
CC1CN(c2nc(-c3ccccc3)nc3ccccc23)CC(C)O1 (centres undefined),-5%,0%,-2%,-1,817,i,1.2,11%,13%,-1.7%,3.4%,
COC(=O)/C=C/C(=O)Nc1ccc(O)c(Cl)c1,-1%,1%,-5%,13,728,i,0.7,20%,-8%,-2.6%,5.1%,
COCc1cc(C)nc(SCC(=O)Nc2ccc3[nH]c(=O)[nH]c3c2)c1C#N,-3%,-3%,-2%,-6,728,i,2.6,-11%,2%,/,1.1%,
CCOC(=O)C1CCN(c2cc3c(cc2NC(=O)c2ccccc2Br)n(C)c(=O)n3C)CC1,-1%,-4%,-7%,-13,720,i,5.1,22%,6%,/,-2.1%,
Cc1ccc(-n2ncc3c(NNC(=O)Cc4ccccc4)ncnc32)cc1,-3%,-3%,-1%,2,644,i,0.5,1%,7%,-2.2%,-1.4%,
CCn1cc(C2=NC(CC(C)C)CO2)c2ccccc21 (centres undefined),-2%,-4%,6%,-3,754,i,0.3,7%,-10%,/,-0.4%,
COC(=O)/C=C/COc1ccccc1[N+](=O)[O-],-14%,4%,-5%,24,623,i,0.5,-19%,-6%,-1.6%,0.4%,
CCC(C)NCCCOc1cc(Cl)ccc1Cl (centres undefined),0%,-6%,1%,-7,718,i,0.7,-11%,3%,-0.1%,-0.9%,
CCCNC(=O)c1cc2c3ccccc3n(C)c2s1,9%,3%,4%,-20,701,i,0.8,-71%,-10%,-4.8%,1.5%,
O=C(NC1CCCCC1)C(c1ccccc1)N1CCCC1 (centres undefined),-2%,-5%,-3%,-4,624,i,2.0,-13%,-11%,-2.7%,0.6%,

# By substructure, the entries above containing sulfur
SMILES,NS5 inhibitors,LYP phosphatase,SIAH1 antagonists,Lipid droplet,Lipid droplet cells 6.5 µM,Myeloid diff MLP,Myeloid diff MLP GFP+ MAC1+ %,HEK293 NOD2/NF-kB,AID2073,XIAP antagonists,HIV fusion peptide,others
CCC(C)(C(=O)NC1CCCCC1)N(Cc1cccs1)C(=O)c1ccccn1 (centres undefined),-1%,-8%,-6%,-21,777,i,0.4,3%,-5%,-0.6%,-1.3%,
Oc1c(C(c2ccc(F)cc2)N2CCc3ccccc3C2)sc2ncnn12 (centres undefined),-4%,-3%,-3%,-46,695,i,1.5,0%,14%,-12%,2.7%,
O=C(COc1ccc(S(=O)(=O)Nc2ccccc2)cc1)N1CCOCC1,0%,-2%,1%,1,673,i,0.8,0%,-3%,-0.6%,0.5%,
CSc1cccc(NC(C)=O)c1,1%,-5%,-4%,8,736,i,0.3,18%,3%,-2.0%,-0.6%,
COc1ccc2c(Cl)c(C(=O)N/N=C/c3cccnc3)sc2c1,2%,-1%,14%,0,837,i,0.7,9%,11%,/,0.2%,
O=C(O)c1ccc(S(=O)(=O)c2ccc([N+](=O)[O-])cc2[N+](=O)[O-])cc1,6%,-6%,-3%,8,623,i,0.5,1%,-3%,/,0.3%,
COCc1cc(C)nc(SCC(=O)Nc2ccc3[nH]c(=O)[nH]c3c2)c1C#N,-3%,-3%,-2%,-6,728,i,2.6,-11%,2%,/,1.1%,
CCCNC(=O)c1cc2c3ccccc3n(C)c2s1,9%,3%,4%,-20,701,i,0.8,-71%,-10%,-4.8%,1.5%,

# Among those listed so far, these contain a nitro group on carbon:
SMILES,NS5 inhibitors,LYP phosphatase,SIAH1 antagonists,Lipid droplet,Lipid droplet cells 6.5 µM,Myeloid diff MLP,Myeloid diff MLP GFP+ MAC1+ %,HEK293 NOD2/NF-kB,AID2073,XIAP antagonists,HIV fusion peptide,others
O=C(O)c1ccc(S(=O)(=O)c2ccc([N+](=O)[O-])cc2[N+](=O)[O-])cc1,6%,-6%,-3%,8,623,i,0.5,1%,-3%,/,0.3%,
COC(=O)/C=C/COc1ccccc1[N+](=O)[O-],-14%,4%,-5%,24,623,i,0.5,-19%,-6%,-1.6%,0.4%,

# Additional entries.
SMILES,NS5 inhibitors,LYP phosphatase,SIAH1 antagonists,Lipid droplet,Lipid droplet cells 6.5 µM,Myeloid diff MLP,Myeloid diff MLP GFP+ MAC1+ %,HEK293 NOD2/NF-kB,AID2073,XIAP antagonists,HIV fusion peptide,others
CCCCOC(=O)CSC1=C(C#N)C(c2ccc3c(c2)OCO3)CC(=O)N1 (centres undefined),-2%,-3%,5%,-12,758,i,0.6,0%,5%,-7.0%,-0.9%,
c1ccc2cc(OCCCn3ccnc3)ccc2c1,/,-9%,10%,6,808,i,0.5,-4%,8%,/,0.1%,
Cc1ccc(N/C=C/C(=O)c2sc(-c3ccccc3)nc2C)cc1,7%,-7%,-4%,/,/,i,0.6,20%,-5%,-0.3%,-1.7%,
CC1CC(C)CN(CCCNC(=O)C2CCCN(c3nnc(N4CCCC4=O)s3)C2)C1 (centres undefined),-1%,-4%,4%,/,/,i,0.7,6%,-10%,-1.0%,0.6%,
Cc1cc(N2CCN(Cc3ccc4c(c3)OCO4)CC2)n2ncnc2n1,1%,-5%,-3%,-1,766,i,0.7,1%,-4%,-5.6%,0.7%,
O=C(C1CCCCN1S(=O)(=O)c1ccccc1[N+](=O)[O-])N1CCOCC1 (centres undefined),-1%,-1%,6%,-18,687,i,0.4,10%,-1%,-2.9%,1.0%,
COc1ccc(Cl)cc1S(=O)(=O)NC(C)C(=O)NCc1ccccn1 (centres undefined),-8%,-8%,-3%,3,807,i,0.4,-44%,-2%,/,-0.1%,
COC(=O)c1ccccc1-c1cn(C)c2ccccc2c1=O,5%,-3%,-5%,/,/,i,0.6,25%,25%,/,-1.9%,
CCN1CCN(c2c(C=O)c(Cl)nc3ccc(OC)cc23)CC1,7%,-12%,-4%,0,758,i,0.7,4%,6%,/,1.7%,NS5 inhibitors pilot replicate=5.2
Cn1cc(/C=C/c2cc[n+](C)cc2)c2cc(Cl)ccc21,?,-2%,-10%,16,706,?,/,29%,-4%,/,182%,
Cc1ccc(-n2c(SCC(=O)Nc3nccs3)nc3c(c2=O)SCC3)cc1,-1%,7%,4%,15,740,i,0.5,-23%,6%,-6.3%,3.1%,
CCNC(=O)NC1(C(=O)Nc2ccc3c(c2)OCCO3)CCCCC1,-3%,-2%,-2%,/,/,i,1.6,0%,16%,-4.0%,0.7%,
COc1cc(NS(=O)(=O)c2ccc(Nc3nc(-c4ccccc4)cs3)cc2)nc(OC)n1,10%,6%,-4%,-23,581,i,0.6,4%,9%,-2.5%,20µM*,
CCCc1nc(SCC(=O)Nc2ccc(S(=O)(=O)N(C)C)cc2)c2ccccc2n1,-6%,-7%,-2%,-3,684,i,1.4,8%,28%,/,0.2%,
O=C(NCc1cccnc1)Nc1ccccc1,0%,-7%,6%,-8,699,i,0.2,3%,8%,-7.6%,1.7%,
O=c1n(S(=O)(=O)c2cccc3cccnc23)c2ccccc2n1S(=O)(=O)c1cccc2cccnc12,-9%,5%,-4%,-18,760,i,4.1,-29%,22%,-9.2%,2.2%,
COc1ccc(C2=NOC(C(=O)Nc3ccc(C(C)=O)cc3)C2)cc1OC (centres undefined),-2%,-2%,1%,/,/,i,7.0,-14%,6%,-3.7%,-1.0%,
CCN(CC)CCN1C(=O)c2ccccc2NC1c1cccc(F)c1 (centres undefined),-3%,-10%,3%,/,/,i,1.0,-8%,24%,-0.5%,-0.3%,
O=C(Nn1cnnc1)c1ccccc1CCc1ccccc1,-5%,4%,-1%,4,767,i,0.1,-3%,-4%,-0.4%,0.3%,
O=C(O)CC(c1ccc(Cl)cc1)N1C(=O)CCC1=O (centres undefined),-4%,-10%,2%,/,/,i,0.7,-2%,2%,1.2%,-1.2%,
Cc1ccc(CCNC(=O)CCNS(=O)(=O)c2ccc3c(c2)c(=O)n(C)c(=O)n3C)cc1,-5%,-7%,2%,/,/,i,3.9,11%,0%,-5.0%,-0.5%,
Cc1ccc(S(=O)(=O)NN2C(=O)c3ccccc3NC2c2ccccc2)cc1 (centres undefined),4%,-10%,1%,1,741,i,0.6,17%,4%,-7.4%,-0.1%,
